# Source: PubChem BioAssay (several laboratories)
# LMP1 NFkB inh: reduces LMP1-driven NF-kappaB luciferase signal | 350,000 compounds, 0.69% hits | AID 504558 | inhibition, % at 12.5 µM | LMP1-induced NF-kappaB luciferase reporter cells, luminescence; in the data active = inhibition above about 41%;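 note: 0% = neutral control wells and 100% = reference inhibitor control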
# TROY signal inh: blocks TROY-dependent signaling in reporter cells | 360,000 compounds, 0.98% hits | Q293 LMP1-TROYcd NF-kB luciferase reporter, 4 h | AID 1347056 | inhibition, % at 10 µM;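 active = compounds whose plate-normalised and pattern-corrected inhibition of the luciferase reporter signal at the single screening dose is 50% or more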
# NR5A2 inv ag: suppresses constitutive activity of human LRH-1; 360,000 compounds, 0.13% hits; inhibition, % at 3.6 µM; HEK293T StAR-luciferase reporter, LRH-1 transfected, 24 h; AID 602396; O00482;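 active = inhibition above the mean inhibition of all tested compounds plus 3 SD, cut at about 73% in these data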;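 note: 0% = DMSO wells and 100% = reporter-only cells lacking LRH-1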
# Target sequence (O00482 whole entry, looked up): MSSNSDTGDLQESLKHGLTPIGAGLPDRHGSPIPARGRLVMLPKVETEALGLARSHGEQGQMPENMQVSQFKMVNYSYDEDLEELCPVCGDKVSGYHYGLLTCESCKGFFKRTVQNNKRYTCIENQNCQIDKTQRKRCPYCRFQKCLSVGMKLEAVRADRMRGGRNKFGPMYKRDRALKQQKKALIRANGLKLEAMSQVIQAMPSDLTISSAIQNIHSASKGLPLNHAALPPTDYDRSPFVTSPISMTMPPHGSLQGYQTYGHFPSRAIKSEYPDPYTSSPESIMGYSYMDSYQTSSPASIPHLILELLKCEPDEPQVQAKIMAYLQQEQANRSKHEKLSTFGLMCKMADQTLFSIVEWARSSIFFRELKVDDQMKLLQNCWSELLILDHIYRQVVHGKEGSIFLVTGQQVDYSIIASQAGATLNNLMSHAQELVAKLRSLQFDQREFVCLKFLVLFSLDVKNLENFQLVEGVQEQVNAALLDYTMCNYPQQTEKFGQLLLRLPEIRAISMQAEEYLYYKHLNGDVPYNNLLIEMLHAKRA
# TLR9-MyD88 block: TLR9-MyD88 interaction inhibition; Q9NR96+Q99836; CHO BLA complementation TLR9-MyD88, CCF4 FRET ratio; inhibition, % at 4.98 µM; 340,000 compounds, 0.21% hits; AID 504734;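 active = inhibition above the mean over all tested compounds plus 3 SD, cut at about 21% in these data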;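 note: 0% = DMSO only wells and 100% = clavulanate BLA inhibitor control wells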
# COUP-TFII inh: inhibitors of human COUP-TFII (NR2F2); P24468; HEK293T NGFI-A luciferase reporter, luminescence; inhibition, % at 8.6 µM; 370,000 compounds, 0.7% hits; AID 686940;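 active = inhibition above a per-plate cutoff, mean inhibition of test wells between control levels plus 3 SD, cut at about 38% in these data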;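 note: cells cotransfected with COUP-TFII expression vector driving the NGFI-A reporter; 0% = median of COUP-TF2 test wells and 100% = reporter-only cells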
# NCOA1 inh: inhibitors of human steroid receptor coactivator 1 (SRC1); Q15788; 360,000 compounds, 0.12% hits; HEK293 GAL4-SRC1 luciferase reporter, luminescence; inhibition, % at 3.6 µM;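 active = inhibition above the campaign mean plus 3 SD, with each screening campaign given its own cutoff, cut at about 60% in these data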;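 note: 0% = DMSO treated cells and 100% = gossypol at 36 µM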
# NCOA3 inh: inhibitors of human steroid receptor coactivator 3 (SRC3); Q9Y6Q9; HEK293 GAL4-SRC3 luciferase reporter, luminescence; inhibition, % at 3.6 µM; 360,000 compounds, 0.17% hits; AID 588352;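 active = inhibition above a per-campaign cutoff, the mean of all compounds plus 3 SD, cut at about 60% in these data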;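 note: 0% = DMSO-treated cells and 100% = gossypol-treated cells at 36 µM; higher means less SRC3-driven luciferase light from the GAL4 reporter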
# TRAIL sens C8: caspase-8 TRAIL sensitization; NB7+C8 cells + TRAIL, ATPlite viability luminescence; inhibition (viability loss, TRAIL sensitization), % at 10 µM; 360,000 compounds, 1% hits; AID 624354;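 active = compounds causing at least 50% loss of cell viability in the single-dose screen, relative to plate controls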
# NCOA2 inhibitor: human SRC2 (NCOA2) inhibition. inhibition, % at 9 µM. Q15596. HEK293 GAL4-SRC2 luciferase reporter, luminescence. 370,000 compounds, 0.17% hits;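 active = inhibition above the mean inhibition of all tested compounds plus 3 SD, set per campaign, cut at about 52% in these data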;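 note: 0% = DMSO treated cells and 100% = cells given Gossypol at 36 µM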
# Vif imaging: inhibitors of HIV Vif; AID 602346; 340,000 compounds, 0.35% hits; HEK293T cells, Vif self-association by quenched fluorescence, imaging, 24 h; inhibition, % at 7.49 µM; in the data active = inhibition above about 50%, passing the limit was not always enough; note: some results filed as inactive read as strong as hits
# NOD2-RIPK2 inh: blocks binding of human NOD2 to RIPK2. O43353. CHO BLA complementation NOD2-RIPK2, CCF4 ratio. inhibition, % at 4.98 µM. 360,000 compounds, 0.38% hits. AID 624267; in the data active = inhibition above about 21%;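 note: 0% = vehicle only and 100% = reference blocker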
# Target sequence (O43353 whole entry, looked up): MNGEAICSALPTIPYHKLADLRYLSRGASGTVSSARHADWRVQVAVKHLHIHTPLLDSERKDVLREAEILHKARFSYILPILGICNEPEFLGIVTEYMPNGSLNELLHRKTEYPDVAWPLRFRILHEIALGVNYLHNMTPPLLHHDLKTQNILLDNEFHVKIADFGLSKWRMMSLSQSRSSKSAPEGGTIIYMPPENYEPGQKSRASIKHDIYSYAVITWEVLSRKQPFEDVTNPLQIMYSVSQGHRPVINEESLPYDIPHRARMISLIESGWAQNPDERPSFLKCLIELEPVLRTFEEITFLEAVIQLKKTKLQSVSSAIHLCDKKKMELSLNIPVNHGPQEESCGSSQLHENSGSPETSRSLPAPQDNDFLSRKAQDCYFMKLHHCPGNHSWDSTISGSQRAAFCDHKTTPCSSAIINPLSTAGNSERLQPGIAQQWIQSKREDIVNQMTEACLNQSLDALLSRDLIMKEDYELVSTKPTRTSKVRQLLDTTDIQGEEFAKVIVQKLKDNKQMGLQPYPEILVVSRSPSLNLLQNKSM
# Starred values were filed as active, the others as inactive; nt = no result given; & = joins results of further samples. Only part of the results is shown; the hit share may differ from the screen's.
SMILES,LMP1 NFkB inh,TROY signal inh,NR5A2 inv ag,TLR9-MyD88 block,COUP-TFII inh,NCOA1 inh,NCOA3 inh,TRAIL sens C8,NCOA2 inhibitor,Vif imaging,NOD2-RIPK2 inh
Cc1cc(-c2ccc(C)c(S(=O)(=O)NCc3cccc(Br)c3)c2)on1,-7,8,9,11,0,-5,-4,3,0,-5,2
NC(=O)CN1CCN(C(=O)NC2CCCCC2)CC1,-5,12,-6,4,8,-9,13,-9,-14,-6,-18
CCOC(=O)CSc1nnc(-c2ccccc2)c(=O)[nH]1,1,-2,2,-7,6,-1,17,6,-20,-1,-5
O=C(CSc1ncn[nH]1)Nc1ccccc1C(=O)O,-3,-12,7,1,-1,-6,-17,-3,-23,6,2
O=C(COC(=O)c1cccs1)Nc1ccccc1C(F)(F)F,5,3,-2,-7,7,1,-6,1,7,1,7
N#CCCSc1ncnc2c1oc1ccccc12,3,-7,4,4,8,-6,-8,-1,9,6,-1
CCCCn1c(N)c(N(CCC(C)C)C(=O)COC(=O)/C=C/c2ccc(F)cc2)c(=O)[nH]c1=O,22,2,14,-3,2,-2,1,11,-14,1,-1
Cc1oc2cc3oc(=O)c(CCC(=O)NCCCN4CCOCC4)c(C)c3cc2c1C,-6,-55,-53,4,5,-26,-3,-10,-18,3,-6
Cc1ccc(S(=O)(=O)NNC(=O)CCC(=O)Nc2ccc(C)c(C)c2)cc1,-2,-7,5,-8,11,3,-1,2,-14,6,0
CC(=O)C1=C(O)C(=O)N(CCc2c[nH]c3ccccc23)C1c1cccc(O)c1 (stereo unspecified),0,2,21,1,-5,0,-1,-8,7,1,-10
Oc1ccccc1N1CCN(c2nnnn2-c2ccccc2)CC1,8,6,-8,-11,29,-18,15,1,11,5,-7
COc1ccc(S(=O)(=O)N2CCOC2CNC(=O)C(=O)NCc2ccco2)cc1OC (stereo unspecified),2,-2,7,0,-14,-3,13,-5,6,3,-19
CC(C)c1ccc(-c2nc(N3CCCCC3)[nH]c(=O)c2C#N)cc1,8,-11,3,-4,5,-6,3,-2,-7,-2,2
COc1cccc(CN2CCN(CCc3ccccc3)C(CCO)C2)c1OC (stereo unspecified),3,3,-1,-3,11,-2,-4,-3,-3,-6,-4
COc1ccc(-c2nnn(-c3cc(Cl)cc(Cl)c3)c2N)cc1,-2,9,-7,-3,4,0,-2,2,-21,-8,2
COCCNC(=O)c1ccccc1NC(=O)c1cccc([N+](=O)[O-])c1C,-6,20,7,-11,6,-12,15,35,-24,-9,-4
S=c1[nH]nc(COc2ccccc2)n1/N=C/c1c(Cl)cccc1Cl,-3,11,-25,1,-2,-8,11,-13,-3,-8,2
O=C(CSc1nc2ncccc2[nH]1)NC1CCCC1,-1,0,0,5,7&-28,-22,5,-1,-6&11,0,0
COc1ccccc1N(CC(=O)Nc1ccccc1C(=O)N1CCCC1)S(C)(=O)=O,4,-1,-10,4,-13,11,-17,13,-18,8,4
Cc1ccc(CC2CC(=O)N(c3ccc(Cl)cn3)C2=O)cc1 (stereo unspecified),-6,-29,18,3,14,4,-3,0,-2,20,-2
Cc1ccc2c(c1)CC1(CN2C)C(=O)OC(C)(C)OC1=O,-9,-13,8,-6,-6,6,3,-4,21,-1,-8
O=C(COc1ccc(Br)cc1Br)NN1C(=O)c2ccccc2C1=O,nt,-15,9,nt,-7,8,-9,-1,-45,6,-10
CC(=O)c1cccc(NS(=O)(=O)c2ccc(NC(=O)N3CCCCC3)cc2)c1,27,14,39,-4,56*,14,32,7,24,-22,-9
Cc1ccnc(NS(=O)(=O)c2ccc3ccccc3c2)n1,0,-15,3,0,nt,5,8,-7,nt,-2,8
CCC(=O)Nc1ccc(C(=O)NNC(=O)CCCCC(=O)NNC(=O)c2ccc(NC(=O)CC)cc2)cc1,1,-7,12,-10,8,-13,0,-12,15,nt,-5
O=C(Nc1ccn(Cc2c(F)c(F)cc(F)c2F)n1)c1ccc(COc2ccc(Cl)cc2Cl)o1,11,22,7,-3,-6,1,-18,-2,-17,-24,-11
Cc1cc(C(=O)COC(=O)c2cccc(S(=O)(=O)N(C)C)c2)c(C)n1CC1CCCO1 (stereo unspecified),-4,6,-55,6,-5,-22,-37,62*,-17,1,-4
CCCN(CC1CC1)C(=O)CCc1nnc(C(OC)c2ccccc2)o1 (stereo unspecified),-2,-17,7,-8,0,-4,1,-1,-26,-2,0
Cc1cccc(NC(=O)c2cc(Cl)sc2Cl)c1C,-2,-35,-6,1,17,-17,-3,-18,-14,-1,-6
CCCc1cc2c(c(NC(C)=O)n1)c(=O)oc1ccccc12,-1,5,2,4,-14,9,1,-8,-6,3,-3
CC12CC3(C)CC(C)(C1)CC(C(=O)NCCc1ccc(S(N)(=O)=O)cc1)(C2)C3,-5,-3,3,-2,16,-30,6,-15,-2,8,-7
CCCCN1C(=O)C(CC(=O)NC2CCCCC2)CC(C(=O)N(C)C)=C1C (stereo unspecified),3,4,11,3,-14,3,11,-4,-28,3,8
CCOCCc1c(O)nc(SC)[nH]c1=O,-3,6,-10,1,1,-23,-1,-8,-9,-1,-6
Cc1ccccc1N1CCN(C2CCCN(C(=O)c3ocnc3C)C2)CC1 (stereo unspecified),7,10,-25,2,10,-2,-9,-15,15,-6,-1
COC(=O)c1ccc(COC(=O)c2ccc(SC)cc2OC)cc1,-11,-42,-85,-4,-26,-49,-61,1,-8,-3,0
CCc1nc2ccc(C(=O)Nc3ccc(OC)c(OC)c3)cn2c1N(CC)Cc1ccc(OC)c(OC)c1,nt,4,3,nt,1,9,-21,-12,-8,-1,-7
CCNS(=O)(=O)c1ccc(NC(=O)Nc2ccccc2OC)cc1,-7,-33,-25,3,-4,1,-5,0,-7,0,-3
CCCCOc1ccccc1NC(=O)CC1Nc2ccccc2NC1=O (stereo unspecified),13,-18,14,5,11,11,-15,-15,15,nt,-7
Cc1cccc(NC(=O)CN(C)S(=O)(=O)c2cccs2)c1,-5,-19,-41,-1,-4,-9,-27,-18,-18,-8,5
Cc1ccc(S(=O)(=O)c2nc(C(C)(C)C)oc2N2CCOCC2)cc1,4,-2,17,-12,-6,-6,5,5,-2,-1,6
COc1ccc(NC(=O)CSc2nnnn2C2CCCCC2)c(OC)c1,6,1,-18,-1,6,-11,1,2,41,-5,-5
CCN(CC)CCNC(=O)c1cc2cc(Br)ccc2s1,-8,-6,3,-10,-10,-6,16,15,-7,0,-4
O=C(NCc1cn2ccsc2n1)Nc1cccc(Cl)c1,-5,-48,-43,0,-12,-30,-31,-2,-54,-8,-4
O=C(O)CCC(=O)N1CN2CN(C(=O)CCC(=O)O)CC([N+](=O)[O-])(C2)C1,-5,-8,-12,2,19,8,-6,-21,-2,-5,-1
NC(=S)N/N=C1\CC(n2nnn(-c3cccc(Cl)c3)c2=S)C2COC1O2 (stereo unspecified),-4,-12,0,-2,0,7,-5,-8,20,-9,1
CCCCNC(=O)C1CC(c2cccc(F)c2)=NO1 (stereo unspecified),-25,-73,-51,-6,-6,-67,-92,-2,-59,-8,0
CC(C(=O)NCc1ccco1)n1nc(-c2ccccc2)c2cc(Cl)ccc21 (stereo unspecified),-14,2,-11,-6,-8,-6,10,4,-4,-9,-8
COc1ccc(CNC(=O)CN2CCC(NC(=O)c3cccc(OC)c3)CC2)cc1,-3,-6,-15,9,-1,2,9,1,-7,-3,-17
Cc1csc2ncnc(N3CCN(C(=S)Nc4ccc(C(F)(F)F)cc4)CC3)c12,6,48,3,nt,17,22,11,-13,20,2,1
O=C(NCCCN1CCOCC1)Nc1ccc(Cc2ccc(NC(=O)NCCCN3CCOCC3)cc2)cc1,-14,12,-28,-2,-4,4,9,2,-23,-2,-5
Cc1ccc2[nH]c(O)c(N=O)c2c1,3,1,-5,1,6,-4,-5,2,16,-2,0
CCCCn1c(=O)nc2n(-c3ccc(C)cc3)c3ccccc3cc-2c1=O,4,-2,-18,-6,-5,-20,1,-8,-3,4,-10
O=C(COc1ccc2ccccc2c1)Nc1cccc2cccnc12,-9,-20,-4,9,17,-5,-13,-13,-14,6,-12
CCOC(=O)C1=C(C)N=C2SC(C)C(=O)N2C1c1ccc(OCC)c(OCC)c1 (stereo unspecified),7,16,-10,-5,15,8,11,4,9,0,5
O=C(O)c1cccc(S(=O)(=O)N2CCCC(c3nc4c(nnn4Cc4ccc(F)cc4)c(=O)[nH]3)C2)c1 (stereo unspecified),2,8,-9,-1,15,9,7,-16,-16,8,-5
Cc1ccc(N=Cc2c(O)ccc3ccccc23)cc1F,8,-1,4,-6,3,5,0,-8,-14,3,-9
O=S(=O)(O)c1cc(O)ccc1O,-3,-20,-2,-21,-20,-21,6,10,-11,1,-14
COc1ccc(CC(=O)Nc2ccc(-c3cn4ccccc4n3)cc2)cc1OC,4,-12,-30,-8,0,-16,-30,15,-2,-11,0
O=C(CCc1nnc(CCCc2ccccc2)o1)NCCCC1CCCC1,-27,-33,-38,3,-8,-61,-47,2,-99,-2,14
COc1ccc(CN(C)C(=O)[C@H]2O[C@@H](n3ccc(N)nc3=O)[C@H](O)[C@@H]2O)cc1OC,nt,8,-11,nt,-5,1,-9,2,20,nt,-6

# Additional compounds
SMILES,LMP1 NFkB inh,TROY signal inh,NR5A2 inv ag,TLR9-MyD88 block,COUP-TFII inh,NCOA1 inh,NCOA3 inh,TRAIL sens C8,NCOA2 inhibitor,Vif imaging,NOD2-RIPK2 inh
CCN1C(=O)CC(N2CCN(c3ccc(C(=O)c4ccncc4)cc3)CC2)C1=O (stereo unspecified),0,11,14,-6,12,-2,7,-12,20,-7,-9
CCCC(CCC)C(=O)Nc1ccc2c(c1)N(C(=O)CCN1CCN(C)CC1)c1ccccc1CC2,-4,-6,15,-2,-4,0,4,5,-7,5,-4
Cc1cccc(C)c1NC(=O)CSc1nnc(NC(=O)CN2CCOCC2)s1,3,-20,13,7,2,-4,8,-14,-12,7,3
CC1(C)CC(=O)C2=C(C1)OC(c1ccncc1)C(C#N)=C2N (stereo unspecified),-5,7,14,4,-2,-46,14,-9,2,5,5
Cc1cccc(N2CCN(C(=O)CCNC(=O)Cn3ccc4ccccc4c3=O)CC2)c1C,-5,17,5,-1,13,-22,13,3,-24,-4,2
CCC1CCCCN1CC(=O)Nc1cc(C)nn1-c1nc(C)cc(C)n1 (stereo unspecified),5,-10,7,-8,9,3,15,16,-13,-2,-3
COc1ccc(OCC(=O)Nc2ccc(NC(=O)c3ccco3)c(C)c2)cc1,-2,1,1,-3,16,6,-6,-30,-8,13,2
N#Cc1ccc(OCC(=O)OCCCOC(=O)COc2ccc(C#N)cc2)cc1,0,-11,-20,-4,16,-12,0,32,0,-6,-1
O=C(CSc1nnnn1-c1cccc2ccccc12)Nc1ccc(N2CCOCC2)c(Cl)c1,4,22,4,-3,-12,-20,-7,-3,2,-2,-14

# Reformatted: 2 of the compounds above
SMILES	LMP1 NFkB inh	TROY signal inh	NR5A2 inv ag	TLR9-MyD88 block	COUP-TFII inh	NCOA1 inh	NCOA3 inh	TRAIL sens C8	NCOA2 inhibitor	Vif imaging	NOD2-RIPK2 inh
Cc1cccc(C)c1NC(=O)CSc1nnc(NC(=O)CN2CCOCC2)s1	3	-20	13	7	2	-4	8	-14	-12	7	3
CC1(C)CC(=O)C2=C(C1)OC(c1ccncc1)C(C#N)=C2N (stereo unspecified)	-5	7	14	4	-2	-46	14	-9	2	5	5
